High-throughput results deposited in PubChem by several laboratories.
M1 ag: agonists of M1 muscarinic receptor. CHO-M1 cells, Fluo-4 calcium fluorescence, agonist mode; hits give high values. B-score at 10 µM. 64,000 tested, 3% active;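 active means fluorescence rise, raw or as B-score row- and column-corrected plate score, outside the 99.7% band of its plate's samples, either direction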
5HT1E antag: 5-HT1E (human) receptor antagonism; AID 571; 65,000 tested, 0.99% active; CHO 5-HT1E Ga15 NFAT-bla reporter, FRET, antagonist; inhibition, % at 6 µM; P28566;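 active means inhibition above a set limit, the mean inhibition across every tested compound plus 3 SD, cut at about 29% in these data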;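 further: signal is the 460 over 535 nm emission ratio of beta-lactamase substrate; 0% = agonist plus DMSO wells and 100% = wells without agonist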
Target sequence (P28566 whole entry, looked up): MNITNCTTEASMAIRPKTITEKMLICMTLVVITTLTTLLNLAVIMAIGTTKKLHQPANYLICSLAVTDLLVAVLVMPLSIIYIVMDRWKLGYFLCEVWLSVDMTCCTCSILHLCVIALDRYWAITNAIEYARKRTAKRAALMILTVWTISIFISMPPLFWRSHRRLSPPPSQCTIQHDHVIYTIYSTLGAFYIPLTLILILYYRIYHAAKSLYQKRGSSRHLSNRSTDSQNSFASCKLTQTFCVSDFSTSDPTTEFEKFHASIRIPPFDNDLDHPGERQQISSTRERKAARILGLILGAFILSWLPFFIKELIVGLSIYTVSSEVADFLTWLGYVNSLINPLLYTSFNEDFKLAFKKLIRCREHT
Jurkat viability: cytotoxic compounds reducing Jurkat cell viability. Jurkat E6.1 viability, ATP luminescence, 48 h. inhibition, % at 4 µM. 56,000 tested, 1.2% active. AID 463;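 active means inhibition above the mean inhibition of all tested compounds plus 3 SD, cut at about 28% in these data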
S1P3 agonist: agonists of human S1P3 receptor; Q99500; S1P3 NFAT-BLA reporter cells, agonism, FRET ratio; relative to 1 µM S1P, basal subtracted; activation, % at 4.5 µM; 60,000 tested, 0.1% active; AID 373;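 active means activation above the screen-wide mean plus 3 SD, cut at about 4.5% in these data, passing the limit was not always enough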; further: some compounds called inactive have numbers as strong as hits
Target sequence (Q99500 whole entry, looked up): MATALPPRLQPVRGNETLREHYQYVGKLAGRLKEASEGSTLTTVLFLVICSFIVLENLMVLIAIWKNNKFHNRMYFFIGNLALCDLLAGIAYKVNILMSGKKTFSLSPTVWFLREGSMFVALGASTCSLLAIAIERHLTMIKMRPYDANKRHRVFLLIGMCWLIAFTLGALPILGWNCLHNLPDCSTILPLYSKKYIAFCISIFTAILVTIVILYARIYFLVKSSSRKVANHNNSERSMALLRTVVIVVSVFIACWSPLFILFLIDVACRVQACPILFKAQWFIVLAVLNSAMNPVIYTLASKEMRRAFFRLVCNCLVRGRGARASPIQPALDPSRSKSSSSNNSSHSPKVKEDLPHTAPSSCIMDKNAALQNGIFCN
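Measure – % activation relative to 1 µM S1P (100%), per plate · System – stable CHO line with human S1P3, Gα16, NFAT-BLA reporter · Timing – cells plated overnight, compound 4 h 37 °C, substrate 2 h RT · Technique – fluorescent BLA substrate, ex 405 nm, em 460/535 nm ratio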
S1P1 ag pot: agonists and agonism potentiators of human S1P1 receptor; activation, % at 9.5 µM; S1P1 CRE-bla cells, forskolin, beta-lactamase FRET, potentiator mode; S1P1 agonist co-added at EC20, 2 nM; 100% = saturating reference agonist, 0% = basal; 56,000 tested, 0.57% active; P21453; AID 449;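 active means activation above a cutoff set at the mean activation of all tested compounds plus 3 SD, cut at about 54% in these data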;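 further: forskolin at 4 µM as EC80 and the EC20 agonist is SEW2871; 100% = SEW2871 at its EC100 plus forskolin at EC80; some compounds past the cut are filed as inactive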
5HT1E ag: agonists of human 5-HT1E serotonin receptor. P28566. CHO 5-HT1E Ga15 NFAT-bla reporter, FRET; 0% DMSO wells, 100% control agonist wells. activation, % at 6 µM. 65,000 tested, 0.69% active. AID 574;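 active means activation above a set limit, the screen-wide mean activation plus 3 SD, cut at about 8.5% in these data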;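 further: 100% = positive control agonist at 1 µM giving full maximal response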
HER2 expr 66K: lowers expression of human Her2 kinase | P04626 | SKBR-3 HER2 protein level, AlphaScreen, 18-24 h; hits give low values | HER2 level % of control, % at 10 µM | 65,000 tested, 0.69% active;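 active means HER2 level under 5% of the carrier-only control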;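 further: 100% = DMSO carrier and 0% = 500 nM PU-H71 HSP90 inhibitor; lower value means stronger loss of Her2 protein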
HEK293 NFkB inh: lowers PMA/ionomycin-induced NF-kB signal in HEK293 cells; HEK-293 NF-kB luciferase reporter, luminescence; inhibition, % at 3 µM; 62,000 tested, 0.21% active; AID 465;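 active means inhibition above the mean of all tested compounds plus 3 SD, cut at about 40% in these data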;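 further: 0% = stimulated DMSO wells and 100% = 10 µM reference inhibitor 5653914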
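Signal: luciferase luminescence; Material: HEK-293 cells with stable firefly luciferase reporter driven by four HIV NF-kB elements; Probe or stimulus: PMA with ionomycin; Replication: tested once; Times: 1 h compound pretreatment, then 16 h stimulation at 37 °C, 5% CO2; Benchmarks: DMSO and 10 µM reference inhibitor; Evaluation: per-plate % inhibition versus controls.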
M1 antagonist: blocks the rat M1 muscarinic receptor response to acetylcholine. P08482. CHO-M1 cells, Fluo-4 calcium, ACh EC80 antagonist mode; hits give low values. B-score at 10 µM. 64,000 tested, 3.4% active. AID 628;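 active means calcium fluorescence response, raw or row-and-column corrected B-score, differing from the plate sample mean either way at a set confidence level, mostly lower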
An asterisk follows results filed as active; . = not tested or not shown.

#	structure	M1 ag	5HT1E antag	Jurkat viability	S1P3 agonist	S1P1 ag pot	5HT1E ag	HER2 expr 66K	HEK293 NFkB inh	M1 antagonist
1	CCN(CCO)C(=O)CC(c1ccccc1)c1cc(Br)ccc1O (centres undefined)	-0.531	-3.8	-8.3	-0.1	2.8	0.0	99.1	10.9	-0.131
2	Cc1cccc(Nc2ccccc2)c1	0.251	4.4	.	.	.	-1.1	114.8	20.1	0.92
3	CCc1ccc(NC(=O)CSC2=C(C#N)C(c3ccco3)C3=C(CCCC3=O)N2)cc1 (centres undefined)	1.3	-5.5	.	-1.8	6.4	-0.6	67.8	.	0.691
4	O=C(CCCn1c(=S)[nH]c2ccccc2c1=O)N1CCCCC1	-0.343	7.6	2.6	-1.0	6.8	-0.1	122.5	4.2	-0.233
5	COC(=O)CN(C)C1CC(=O)N(c2ccc(Cl)cc2)C1=O (centres undefined)	.	-5.3	10.0	-0.7	-18.4	-0.6	80.2	2.2	.
6	COC(=O)c1cc(=O)nc2sccn12	0.844	-2.0	.	.	.	-0.1	80.5	7.5	0.0993
7	COCCNC(=O)c1ccccc1NC(=O)COc1ccccc1	-1.08	7.7	8.4	-0.9	-16.8	0.0	101.3	8.0	2.09*
8	COc1ccc(C)cc1NC(=O)CSc1nc(SC)ns1	1.33	7.7	1.7	-1.0	-6.1	-0.9	57.7	17.1	-0.417
9	CCCCNC(=O)COC(=O)c1cc2c(C)nn(-c3ccccc3)c2s1	0.369	2.1	0.5	-0.2	-10.1	0.3	103.0	12.7	-0.904
10	CCOc1ccccc1CN(Cc1ccco1)S(=O)(=O)c1ccc(-n2cnnn2)c(OC)c1	-2.6	16.9	67.3*	-0.5	-6.5	-0.2	86.0	22.4	-0.994
11	O=C(c1ccccc1S(=O)(=O)NCc1ccccc1)N1CCCCC1	-0.0545	-2.7	2.6	-2.2	3.1	-0.1	98.2	11.4	-0.063
12	Cc1nn2c(N)csc2nc1=O	0.00595	-1.0	-6.9	0.0	-24.3	1.0	90.3	11.2	1.37
13	COC(=O)CCc1nc2ccccc2[nH]c1=O	0	-2.6	.	.	.	0.4	50.8	9.7	-0.137
14	COCCn1nnnc1C(c1ccc2ncccc2c1)N1CCN(c2ccccc2F)CC1 (centres undefined)	-2.01	4.6	-5.3	0.1	12.6	-0.8	91.8	6.5	0.169
15	Cc1nc(CCNC(=O)COc2ccccc2)cs1	0.779	-1.7	0.2	-0.3	-18.2	0.4	71.0	-8.6	-0.0819
16	Cc1cc(=O)oc2cc(OCC(O)CN3CCN(c4ccc(F)cc4)CC3)ccc12 (centres undefined)	-2.04	3.2	.	.	.	-0.6	119.5	10.2	-0.179
17	COCCCn1c(=S)[nH]c2ccc(N3CCOCC3)cc2c1=O	-0.33	3.5	.	.	.	-1.8	98.3	10.7	-10.6*
18	COc1cccc(CN2CCN(c3cccc(C(F)(F)F)c3)CC2)c1OC	0.218	1.3	10.3	-0.3	-1.3	-1.1	81.8	14.7	-0.618
19	O=C(CN(C(=O)Cn1nnc(-c2ccc(F)cc2)n1)C1CCCC1)NC1CCCC1	-0.0435	3.3	-4.0	-1.0	-4.0	-0.5	78.8	20.2	-0.0973
20	Cn1nc(CC(=O)Nc2ccc3c(c2)OCCO3)c2ccccc2c1=O	4.53*	2.5	94.7*	-1.4	91.7*	-0.9	80.3	32.3	-1.58
21	COC(=O)CN1C(=O)C(O)(CC(=O)c2ccc(Cl)cc2)c2ccccc21 (centres undefined)	1.06	0.0	3.0	-0.8	-4.8	-0.7	109.6	2.5	-0.332
22	Cc1c(C(=O)N2CCOCC2)sc2nc(-c3ccccc3)cn12	-0.459	2.5	-7.6	-0.9	10.6	-0.2	114.4	-11.8	1.14
23	CC(C)c1nc2oc3c(=O)[nH]cnc3c2c2c1CCC2	-0.19	4.7	-8.4	-1.0	-6.0	1.2	106.5	0.7	0.317
24	O=C1c2cccnc2C(O)N1Cc1cccs1 (centres undefined)	0.709	-3.0	-4.5	-0.9	0.0	0.2	81.9	13.5	0.995
25	OCCCN1c2ccccc2Nc2nnc(-c3ccccc3)cc21	2.37	1.7	-3.5	0.1	6.5	1.0	79.3	-45.5	-0.602
26	C=CCc1ccc(OCCOCCNCCOC)c(OC)c1	0.00193	10.8	-2.6	-2.4	-15.9	-1.6	116.2	8.3	-1.42
27	Cc1cccc2cc(CN(Cc3cccs3)C(c3nnnn3C3CCCC3)C(C)C)c(=O)[nH]c12 (centres undefined)	-0.692	-7.2	1.1	-1.2	-2.1	0.0	58.0	42.0*	0.279
28	Cc1cccc(NC(=O)C2c3ccccc3C(=O)N3CCc4ccccc4C23)n1 (centres undefined)	0.0208	-5.7	-0.6	-0.2	-13.5	-1.1	89.4	21.1	0.397
29	COc1cccc(-c2ccc(=O)n(CC(=O)Nc3cc4c(cc3NC(C)=O)OCCO4)n2)c1	-0.637	4.2	-0.2	-1.5	18.2	0.1	89.1	18.7	0.755
30	COC(=O)C1=CN(C2CC2)C=C(C(=O)OC)C1c1ccc(C(=O)OC)cc1	-0.578	8.4	-4.1	0.6	-16.3	2.2	96.8	9.9	-5.87*
31	COc1ccc(-c2cc(C(F)(F)F)nc(SCC(=O)Nc3cc(C)on3)n2)cc1	0	1.5	-2.9	-1.1	7.3	-1.1	59.8	0.5	-0.574
32	CCCNc1ncccc1C(N)=O	0.359	23.3	.	.	.	-1.0	146.7	13.2	0.318
33	CC(=O)c1c(OCC(=O)O)ccc2c(C)cc(=O)oc12	0.023	-4.1	.	-0.7	4.7	-1.1	101.4	.	-0.42
34	CC(=O)Nc1ccc(-c2cc(NC(C)=O)n(-c3ccccc3)n2)cc1	-1.09	10.6	-5.6	-0.3	-26.8	0.0	103.4	6.5	-0.141
35	C=CCn1c(SCCC(=O)O)nc2c1c(=O)n(C)c(=O)n2C	-0.491	2.1	6.8	-0.1	6.1	-1.1	90.6	5.4	0.279
36	CCOc1ccccc1NC(=O)COc1cccc(-n2cnnn2)c1	0.752	0.0	9.5	0.6	-7.4	-0.6	91.0	20.3	0.41
37	COc1ccc(CSC2=NCCN2)cc1Cl	-0.0117	3.2	.	-0.4	41.0	-0.3	98.8	.	-1.25
38	CCn1c(=O)cc(OCC(=O)NCCCN2CC(C)CC(C)C2)c2ccccc21 (centres undefined)	2.17*	-14.6	0.2	-0.3	-40.5	-0.4	105.0	-7.0	-0.733
39	COc1ccc(OC)c(C2C3=C(N=C4SCC(=O)N42)c2ccccc2CC3)c1 (centres undefined)	0.252	5.5	-5.0	-1.3	-2.6	0.1	74.2	14.8	-1.73
40	Cc1ccc2cc(CN(Cc3ccc4c(c3)OCO4)Cc3nnnn3Cc3ccco3)c(=O)[nH]c2c1	2.22	2.5	1.8	-1.2	-5.9	-0.8	90.5	19.4	0.0326

3 entries out of the list above, arranged by the number in 5HT1E antag, largest number first.
no.	smiles	5HT1E antag
34	CC(=O)Nc1ccc(-c2cc(NC(C)=O)n(-c3ccccc3)n2)cc1	10.6
31	COc1ccc(-c2cc(C(F)(F)F)nc(SCC(=O)Nc3cc(C)on3)n2)cc1	1.5
36	CCOc1ccccc1NC(=O)COc1cccc(-n2cnnn2)c1	0.0

The results go on:
#	structure	M1 ag	5HT1E antag	Jurkat viability	S1P3 agonist	S1P1 ag pot	5HT1E ag	HER2 expr 66K	HEK293 NFkB inh	M1 antagonist
41	Nn1c(-c2ccco2)n[nH]c1=S	0.227	5.5	1.8	-0.7	8.6	0.0	64.0	18.9	0.268
42	CCCCOC(=O)CSc1nc(N)c(C#N)c(-c2ccc(OC)cc2)c1C#N	0.3	6.6	.	-2.6	12.5	-0.3	83.2	.	0.646
43	Cc1ccc(-c2nc(COC(=O)c3c(C)noc3C)cs2)cc1	1.18	-4.7	14.9	-0.7	85.3*	0.3	68.6	7.6	-0.178
44	CN1CSC2=C(C#N)C(c3cccc(OCc4ccccc4)c3)CC(=O)N2C1 (centres undefined)	0.0801	0.8	-4.8	1.0	-8.4	-0.4	112.3	3.4	-0.199
45	CCOc1ccc(CN2CCC(C(=O)N3CCN(c4ccccc4F)CC3)CC2)cc1OC	.	-4.1	-5.8	-0.3	8.4	0.9	61.9	13.3	.
46	CCN(CCNC(=O)CC1Oc2ccccc2NC1=O)c1ccccc1 (centres undefined)	0.676	-3.6	1.3	-0.4	-1.6	0.3	75.5	2.3	-1.38
47	CN(C)CCNC(=O)c1cc2ccccc2oc1=O	1.63	1.7	-5.3	-0.3	-2.0	-1.4	90.9	13.5	-0.0263
48	CCN1CCN(c2nc3c(C)cccn3c(=O)c2/C=C(\C#N)S(=O)(=O)c2ccc(C)cc2)CC1	9.69*	3.8	.	-2.6	15.3	1.3	123.9	.	-0.53
49	CCOC(=O)C1=C(C)Nc2nnnn2C1c1ccc(OC)c(Br)c1 (centres undefined)	-0.84	-2.3	-0.5	-1.1	-4.5	0.1	109.8	-13.5	0.422
50	Cc1ccc(-n2c(SCC(=O)NCC3CCCO3)nc3n[nH]c(C)c3c2=N)cc1Cl (centres undefined)	1.99	6.4	13.0	-0.3	-15.9	2.8	75.1	15.1	1.41
51	COC(=O)c1oc2ccc(Br)cc2c1NC(=O)CCN1CCOCC1	0.4	6.0	-7.1	5.6	-4.3	-0.5	74.6	18.9	1
52	Cc1cc(OC(=O)N2CCCCC2)cc(C)c1Cl	-0.552	8.2	2.0	-1.3	-4.5	-1.3	80.1	11.4	-0.509
53	CCCc1ccc(Oc2cn[nH]c2-c2ccc(O)c(C)c2O)cc1	-1.92	20.5	7.3	-1.7	58.1*	0.3	45.5	-9.3	0.0227
54	CC1(C)CC(=O)C(C=NCc2ccccn2)=C(O)C1	1.26	0.1	0.1	-1.0	-32.1	-0.3	111.4	3.0	-0.417
55	CCC(C)C(NC(=O)c1ccccc1NC(=O)c1ccco1)C(=O)O (centres undefined)	.	6.2	0.7	-1.0	-14.7	-0.8	103.7	7.8	.
56	COc1ccc(C(=O)N(Cc2ccco2)C(C(=O)NC2CCCC2)c2ccc(O)cc2)cc1OC (centres undefined)	2.59*	-2.3	-4.8	-0.5	8.8	-0.5	83.8	8.2	-1.29
57	C/C=C/CSc1nc2c(c(=O)[nH]c(=O)n2C)n1Cc1ccc(C)cc1	0.00117	8.7	6.5	-0.7	-5.7	-0.7	128.7	14.7	0.175
58	Cc1ccc2nc(CSc3nnc(Cc4cccs4)n3C3CCCCC3)cc(=O)n2c1	0.258	4.4	.	.	.	0.7	78.3	10.5	-0.526
59	O=C(CN1CCC(n2nnc3ccccc32)CC1)NCc1cccs1	-0.254	2.9	4.9	-1.0	21.6	-0.3	94.4	-5.3	1.59
60	CCOC(=O)c1cc(-c2ccccc2)sc1NC(=O)CSc1nnnn1C	-0.6	-11.2	0.3	0.9	4.5	0.8	78.2	18.3	0.741
61	COc1ccccc1CN1C(=O)CCC1(C)C(=O)NCc1cccnc1 (centres undefined)	0.381	-4.5	5.2	1.0	2.2	-0.5	129.8	9.8	0.127
